TRPC4 PAM = positive allosteric modulators of TRPC4, primary screen, cell-based, mouse TRPC4beta, HEK293 mu-opioid, Fluo-4 calcium | DAMGO EC20, Fluo-4 Ca2+ flux; hits give high values | B-score at 10 µM | 0.42% of 310,000 active;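 active = B-score of calcium response area above 5 SD of library B-scores, with initial fluorescence ratio within 5 SD of library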;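 also: B-score of integrated fluorescence ratio over time as area under calcium response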
ANO1 block = TMEM16A chloride channel inhibitors, primary screen, cell-based, HTS; Anoctamin-1 (Mus musculus), Q8BHY3; HEK293 TMEM16A/YFP iodide influx fluorescence, ionomycin; normalized B-score (activity score, 25-100; higher = stronger inhibition) at 10 µM; 1.2% of 310,000 active; AID 588511, 2011;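 active = ratio plate-corrected score three or more library SD toward inhibition, starting fluorescence score within five deviations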;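 also: score derived from kinetic fluorescence span divided by baseline fluorescence per well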
HDAC3 inh = HDAC3 deacetylase inhibitors, primary screen, biochemical, fluorescence, cell-free homogeneous. recombinant HDAC3, fluorogenic peptide/trypsin coupled. Histone deacetylase 3 (Homo sapiens), O15379. inhibition, % at 8.3 µM. 0.15% of 320,000 active; in the data active = inhibition above about 26%, passing the limit was not always enough; inconclusive = no clear call, values can overlap the other calls
Target sequence (O15379 whole entry, looked up): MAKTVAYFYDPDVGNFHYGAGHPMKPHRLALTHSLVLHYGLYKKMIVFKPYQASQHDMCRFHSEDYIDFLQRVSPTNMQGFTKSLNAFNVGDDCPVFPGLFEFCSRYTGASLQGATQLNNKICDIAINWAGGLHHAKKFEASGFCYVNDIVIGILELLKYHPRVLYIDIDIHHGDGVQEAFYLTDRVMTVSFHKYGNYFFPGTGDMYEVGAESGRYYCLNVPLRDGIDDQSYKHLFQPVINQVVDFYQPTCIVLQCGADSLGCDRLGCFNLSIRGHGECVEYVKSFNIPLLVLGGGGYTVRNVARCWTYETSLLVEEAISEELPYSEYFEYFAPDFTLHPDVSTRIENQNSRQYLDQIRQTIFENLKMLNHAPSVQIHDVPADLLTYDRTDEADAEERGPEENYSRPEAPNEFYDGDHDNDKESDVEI
KCNQ1 act = potentiators or activators of KCNQ1 channel, primary screen, cell-based, thallium flux, high-throughput. Potassium voltage-gated channel subfamily KQT member 1 (Homo sapiens), P51787. B-score at 10 µM. AID 2648, 2010. CHO-K1 KCNQ1, thallium flux FluxOR fluorescence; hits give high values. 0.35% of 310,000 active;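 active = fluorescence ratio B-score, a plate-corrected score, at least three library SD, with initial intensity B-score within 5 SD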
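Medium – assay buffer, equal DMSO in all wells · Material – CHO-K1 cell line with stable KCNQ1 potassium channel expression · Signal – kinetic FluxOR thallium fluorescence, 10-s 1-Hz baseline, 110-s post-stimulus read · Compound – single concentration per compound, DMSO matched to controls · Schedule – 37 °C overnight plating, 90-min dark dye load, 20-min compound pretreatment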
Dyrk1A ADPGlo = rat Dyrk1A kinase inhibitors, primary screen, biochemical, single point, plate reader | Dual specificity tyrosine-phosphorylation-regulated kinase 1A (Rattus norvegicus), Q63470 | ADP-Glo luminescence, NFATc1 peptide | inhibition, % at 12.5 µM | 0.43% of 310,000 active; in the data active = inhibition above about 50%;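 also: plate controls were vehicle with enzyme for no effect and no enzyme for full effect; many of its hits are not listed in these tables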
hERG protect = hERG rescue from dofetilide block, primary screen, cell-based, CHO-hERG, FluxOR thallium flux, dofetilide IC70. activation (rescue from dofetilide block), less the hit threshold, % at 10 µM. Voltage-gated inwardly rectifying potassium channel KCNH2 (Homo sapiens), Q12809. 0.51% of 310,000 active. dofetilide IC70 present;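 active = activation above the mean of controls blocked by dofetilide plus 5 SD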;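 also: thallium influx through hERG after potassium depolarization seen as dye fluorescence rise; in these data hits start at about 4.7%; inactives centre near -7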
TRPC4 agonist = activators of mouse TRPC4 channel, primary screen, Fluo4 calcium, HEK293 TRPC4beta/mu-opioid cells | 0.49% of 310,000 active | Short transient receptor potential channel 4 (Mus musculus), Q9QUQ5 | B-score at 10 µM | Fluo4 calcium fluorescence; hits give high values;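 active = B-score above 5 SD of library B-scores, and initial fluorescence ratio not above library mean plus 5 SD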;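 also: positive B-score marks a calcium rise read as TRPC4 activation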
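system = HEK293 cells stably co-expressing mouse TRPC4beta and mu-opioid receptor | schedule = Fluo4 dye loading 45 min at room temperature, 110 s recording | measure = B-scored integrated calcium fluorescence ratio | signal = Fluo4 calcium-sensitive dye fluorescence, kinetic, 1 Hz baseline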
KCNK3 inh = human KCNK3 channel inhibitors, primary screen, CHO cells, FluxOR thallium flux, B-score; AID 602410, 2012; B-score at 10 µM; FluxOR fluorescence; hits give low values; 0.84% of 340,000 active; Potassium channel subfamily K member 3 (Homo sapiens), O14649;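 active = B-score under library mean minus 4 SD, starting fluorescence ratio at most library mean plus 5 SD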;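 also: more negative B-score means stronger inhibition of thallium flux through KCNK3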
TMEM16A act = TMEM16A chloride channel activators or potentiators, primary screen, cell-based, HTS; Anoctamin-1 (Mus musculus), Q8BHY3; 0.3% of 340,000 active; AID 623877, 2012; B-score at 10 µM; HEK293 TMEM16A/YFP-H148Q/I152L, iodide quench fluorescence; hits give low values;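 active = fluorescence-ratio B-score plate-corrected deviation score at least 3 library SD below zero, with starting fluorescence score within 5 deviations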;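 also: channel opened by trigger with iodide after compound preincubation; score built on the fluorescence ratio of max minus min over baseline; more negative score means more quench and so TMEM16A activation or potentiation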
KCNK9 inh = KCNK9 potassium channel inhibitors, primary screen, HEK293 cells, thallium flux; Potassium channel subfamily K member 9 (Homo sapiens), Q9NPC2; FluxOR thallium flux fluorescence; hits give low values; B-score at 10 µM; 1.2% of 310,000 active; AID 488922, 2010;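 active = ratio B-score over 3 SD below the library mean, with starting fluorescence within 5 SD of its mean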;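 also: negative B-score means less thallium flux so channel inhibition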
Target sequence (Q9NPC2 whole entry, looked up): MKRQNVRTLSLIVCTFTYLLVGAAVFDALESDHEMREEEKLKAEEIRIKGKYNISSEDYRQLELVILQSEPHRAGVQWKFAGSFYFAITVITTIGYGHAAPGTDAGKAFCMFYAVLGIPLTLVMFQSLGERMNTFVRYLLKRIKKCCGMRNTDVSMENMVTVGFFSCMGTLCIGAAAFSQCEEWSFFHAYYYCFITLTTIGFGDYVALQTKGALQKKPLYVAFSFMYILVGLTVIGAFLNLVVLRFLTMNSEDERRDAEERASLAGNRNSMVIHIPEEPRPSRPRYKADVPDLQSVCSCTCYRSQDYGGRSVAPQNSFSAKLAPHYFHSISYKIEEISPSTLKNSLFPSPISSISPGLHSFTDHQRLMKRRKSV
KCNQ1 inh = inhibitors of human KCNQ1 channel, primary screen, cell-based, thallium flux, high-throughput; Potassium voltage-gated channel subfamily KQT member 1 (Homo sapiens), P51787; CHO-K1 KCNQ1, FluxOR thallium flux fluorescence; hits give high values; B-score at 10 µM; 1.3% of 310,000 active; AID 2642, 2010;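 active = compounds whose thallium flux B-score, printed positive for inhibition, exceeds three library SD while starting fluorescence stays within three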;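 also: channel opened by potassium depolarization with thallium stimulus after 20 min compound exposure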
An asterisk follows results filed as active; i = inactive; ? = inconclusive; / = no result given. The list is partial (hit frequency here may not be typical).

structure | TRPC4 PAM | ANO1 block | HDAC3 inh | KCNQ1 act | Dyrk1A ADPGlo | hERG protect | TRPC4 agonist | KCNK3 inh | TMEM16A act | KCNK9 inh | KCNQ1 inh
CN1C(=S)SC(/[N+]([O-])=C/c2cccnc2)C1(C)C (stereo not drawn) | i | i | -5 | i | 8 | 2 | i | i | i | i | i
S=c1[nH]nc(Cn2c(-c3ccccn3)nc3ccccc32)n1-c1ccc2c(c1)OCCO2 | i | i | ? | i | -1 | -8 | i | i | i | i | i
O=c1c2c([N+](=O)[O-])cc([N+](=O)[O-])cc2sn1-c1ccc(Br)cc1 | / | i | ? | / | -9 | / | / | i | i | / | /
O=C(N/N=C/c1ccc2c(c1)OCO2)c1ccccn1 | i | i | 7 | i | / | -1 | i | i | i | i | i
COc1cc(C(=O)Nc2ccc(N(C)C)cc2)c([N+](=O)[O-])cc1OC | i | i | 2 | i | 3 | -9 | i | i | i | i | i
CN1CCN(c2ccc(S(=O)(=O)N3CCCCC3)cc2[N+](=O)[O-])CC1 | i | i | -1 | i | / | -8 | i | i | i | i | i
Cc1cc2nc(-c3ccc(SCC(=O)Nc4ccc(S(=O)(=O)NC5CC5)cc4)nc3)[nH]c2cc1C | i | i | -3 | i | -6 | -10 | i | i | i | i | i
CC(C)Oc1ccc2ccccc2c1C=O | i | i | -1 | i | 2 | -4 | i | i | i | i | i
CCOC(=O)c1c(NC(=O)C2CC(Cl)=CCC2C(=O)O)sc2c1CC(C)(C)OC2 (stereo not drawn) | i | i | 7 | i | 1 | -6 | i | i | i | i | i
O=C(O)c1[nH]c2ccccc2c1C(c1cc(Cl)cc([N+](=O)[O-])c1O)c1c(C(=O)O)[nH]c2ccccc12 | i | i | 11 | i | 10 | -6 | i | i | i | i | i
COc1ccc(C(=O)Nc2ccc3cn[nH]c3c2)c(OC)c1 | i | i | -1 | i | -1 | -5 | i | i | i | i | i
COc1ccc(N2CCN(S(=O)(=O)c3c(C)n(C)c(=O)n(C)c3=O)CC2)cc1 | i | i | 9 | i | -3 | -9 | i | i | i | i | i
O=[N+]([O-])c1ccc(S(=O)(=O)Nc2nc3ccccc3nc2Nc2ccccc2)cc1 | i | i | 5 | i | 1 | -9 | i | -11* | i | i | i
Cc1ccc(NC(=O)CC2(CC(=O)O)CCCC2)cc1 | i | i | -2 | i | -3 | 1 | i | i | i | i | i
COCCn1c(COC)nc2ccccc21 | i | i | -1 | i | -1 | -10 | i | i | i | i | i
CCC1CCCCN1C(=O)c1ccc(OC2CCN(Cc3ccccn3)CC2)cc1 (stereo not drawn) | i | i | -10 | i | 1 | -11 | i | i | i | i | i
CN(C)CCCn1c2c(c(SCC(=O)Nc3cccc4ccccc34)nc1=O)CCCC2 | i | i | -2 | i | -4 | -6 | i | i | i | i | i
CCN(CC)S(=O)(=O)c1cccc(C(=O)Nc2ccc3c(c2)OCO3)c1 | i | i | 11 | i | -5 | -18 | i | i | i | i | i
CC(C)(CSc1ccccn1)NS(=O)(=O)c1ccccc1 | i | i | 1 | i | -2 | -6 | i | i | i | i | i
COC(=O)c1ccc(NC(=O)CN2CCN(c3ccc(Cl)cc3)CC2)cc1 | i | i | -4 | i | 8 | -4 | i | i | i | i | i
COC/C=C/C1=CC2=CC(=O)C(C)(OC(=O)c3cnc4ccccc4n3)C(=O)C2=CN1CC1CC1 (stereo not drawn) | i | i | 4 | i | 6 | -8 | i | i | i | i | i
Cc1ccc2oc(=O)n(CC(=O)N3CCOCC3)c2c1 | i | i | / | i | / | -13 | i | i | i | i | i
COC(=O)c1ccccc1NC(=O)C(C)n1nc(C)c2c(C)n(-c3ccccc3)nc2c1=O (stereo not drawn) | i | i | 0 | i | / | -12 | i | i | i | i | i
Cc1ccc(NS(=O)(=O)c2cccc(C(=O)Nc3cc(C)on3)c2)cc1 | i | 25* | 2 | i | 0 | -7 | i | i | -5.3* | i | i
COc1cc2c(cc1NC(=O)COC(=O)c1ccccc1)oc1ccccc12 | i | i | 3 | i | / | -9 | i | / | / | i | i
COc1ccc(CCNC(=O)COc2ccc(S(=O)(=O)NCC(C)C)cc2Cl)cc1OC | i | i | -5 | i | 1 | -6 | i | i | i | i | i
CC(NCc1ccc(S(N)(=O)=O)cc1)C(=O)N1CCc2ccccc21 (stereo not drawn) | i | i | 1 | i | / | -15 | i | i | i | i | i
O=C(c1ccccc1-c1ncc[nH]1)N1CCc2c([nH]c3ccccc23)C1c1ccccn1 (stereo not drawn) | i | i | 0 | i | 2 | -13 | i | i | i | i | i
CCCN1CCC(CCOc2ccccc2)(C(=O)OCC)CC1 | i | i | 5 | i | -4 | -10 | i | i | i | i | i
CC1CCCN(C(=O)CSc2n[nH]c(-c3cccs3)n2)C1 (stereo not drawn) | i | i | 3 | i | 4 | -13 | i | i | i | i | i
O=C(COC(=O)CCNS(=O)(=O)c1cccc(C(F)(F)F)c1)NC(=O)NC1CCCCC1 | i | 25* | 18 | i | 3 | -13 | i | i | i | -15* | i
O=C1N/C(=N\N=C\c2cccs2)SC1Cc1cccc(Cl)c1 (stereo not drawn) | i | i | 0 | i | -1 | -10 | i | i | i | i | i
Cc1cc(S(=O)(=O)N2CCCC(C(=O)Nc3ccc(C(=O)O)cc3)C2)ccc1Cl (stereo not drawn) | i | i | -8 | i | 4 | 1 | i | i | i | i | i
COc1ccc(CNC(=O)Cc2cn(C)c3ccccc23)c(OC)c1 | i | i | -2 | i | 4 | -8 | i | i | i | i | i
Cc1nc2cc(C(=O)N3CCc4ccccc43)ccc2n1-c1ccc(F)c(F)c1 | i | i | -2 | i | 12 | -7 | i | i | i | i | i
O=C(Nc1cccc(S(=O)(=O)N2CCCCC2)c1)c1c2c(nc3ccccc13)CCN(Cc1ccccc1)C2 | i | i | -1 | i | -2 | -21 | i | i | i | i | i
O=[N+]([O-])c1cnn(-c2nc(-c3ccco3)cc(C(F)(F)F)n2)c1 | i | i | -3 | i | -2 | -15 | i | i | i | i | i
O=C1CN(C(=O)COC(=O)c2cccc(OCc3ccccc3)c2)c2ccccc2N1 | i | i | 2 | i | -4 | -4 | i | i | i | i | i
Nc1ccccc1-c1nnn(CC(=O)N2CCCc3ccccc32)n1 | i | i | 0 | i | 2 | -14 | i | i | i | i | i
COc1ccc2oc(C(=O)N3CCN(C(c4ccccc4)c4ccccc4)CC3)c(C)c2c1 | i | i | 6 | i | 15 | -12 | i | i | i | i | 9*
CC1(C)C(=O)N(c2ccccc2Cl)C(=O)c2ccccc21 | i | i | 0 | i | 0 | -4 | i | i | i | i | i
COc1cccc2c1OCC(CN1CCN(CCC(C)C)C(CCO)C1)=C2 (stereo not drawn) | i | i | 13 | i | 0 | -19 | i | i | i | i | i
COc1ccc(/C=C/C(=O)OCC(=O)c2ccc(S(=O)(=O)N3CCCCC3)cc2)cc1OC | i | i | -11 | i | -7 | -7 | i | i | i | i | i
CC(NCCC1(C(C)C)CCOC(C)(C)C1)c1cccs1 (stereo not drawn) | i | i | -2 | i | -6 | -8 | i | i | i | i | i
COC(=O)c1cn[nH]c1N | / | i | -5 | / | 6 | / | / | i | i | / | /
C=CCN(CC=C)S(=O)(=O)c1ccc(C(=O)Nc2sc3c(c2C(N)=O)CCCCC3)cc1 | i | i | 1 | i | -6 | -5 | i | i | i | i | i
COc1ccc(C(=O)Nc2ccc3c(c2)C(=O)NC3=O)cc1 | i | i | -2 | i | 1 | -6 | i | i | i | i | i
COCCCNC(=O)CN(c1ccc(F)cc1)S(=O)(=O)c1ccc2c(c1)OCCO2 | i | i | -3 | i | -2 | 0 | i | i | i | i | i
NC(=O)C1CCN(C(=O)Cc2ccsc2)CC1 | i | i | 2 | i | 4 | -9 | i | i | i | i | i
O=C(NCCCN1CCCC1=O)c1ccc(S(=O)(=O)Nc2ccccc2)cc1 | i | i | 0 | i | -6 | -18 | i | i | i | i | i
COc1ccc(OCC(=O)N2CCN(C(=O)c3ccccc3)CC2)cc1 | i | i | -7 | i | -1 | -7 | i | i | i | i | i
COc1ccc(Br)cc1S(=O)(=O)Nc1ncccc1C | i | i | -2 | i | 6 | -4 | i | i | i | i | i
CCOC(=O)c1ccccc1NC(=O)CN(c1cccc(OC)c1)S(C)(=O)=O | i | i | -13 | i | 6 | -19 | i | i | i | i | i
O=C(NNS(=O)(=O)c1ccc(F)cc1)c1ccc([N+](=O)[O-])cc1 | i | i | -5 | i | -1 | -3 | i | i | i | i | i
COC(=O)c1ccc(NC(=O)c2cccc(OC)c2)cc1 | i | i | 1 | i | 6 | -7 | i | i | i | i | i
Cc1nn(-c2ccc(F)cc2)c(C)c1NS(=O)(=O)c1ccc(Cl)cc1 | i | i | 2 | i | 4 | -3 | i | i | i | i | i
COc1ccc(CCNC(=O)CCNS(=O)(=O)c2cc(Br)cnc2N)cc1OC | i | i | 1 | i | -5 | -9 | i | i | i | i | i
Cc1nc(N)[nH]c(=O)c1CC(=O)OCCCl | i | i | -6 | i | 3 | -14 | i | i | i | i | i
COc1cc(O)c(C(CC(=O)N2CCCCC2)c2ccc(N(C)C)cc2)c(OC)c1 (stereo not drawn) | i | / | / | i | 9 | -7 | i | i | i | i | i

Source: PubChem BioAssay
